Source: PubChem
MCF10A rerep – inducers of DNA re-replication in MCF 10A breast cells; Potency, µM (series often up to 46.1 µM), for inactives: at the highest dose activity, positive = re-replication, usual class: activators; MCF 10A DNA re-replication, Hoechst nuclear intensity, 48 h; AID 624296; 350,000 compounds, 2.9% hits; further: % of control where 0% means no effect; nearly all actives have a fitted effect of over 50% in size
Nrf2 block – blocks Nrf2 signaling; A549 ARE-Fluc reporter, luciferase luminescence, 18-24 h; Potency, µM (top dose mostly 46 µM), inactives show top-dose activity change, negative = inhibition, hits mostly inhibitors; 360,000 compounds, 2.1% hits; further: on the % scale 0 is the no-effect control and ±100 the full control effect; nearly all actives have a fitted effect of over 60% in size
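Concentration-response testing used A549 ARE_Fluc cells at 5000 cells/well. Following an 18-24 h compound incubation, viability was read by fluorescence (Ex 405/Em 525) and luciferase output by luminescence.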
ATXN2 expr inh – reduces ATXN2 reporter expression in HEK-293 cells; 360,000 compounds, 0.72% hits; HEK-293 ATXN2-luciferase reporter, luminescence, 24 h; Potency, µM (highest dose often 57 µM), without a hit: at the highest dose activity change, negative = inhibition, hits mostly inhibitors; further: on the % scale 0 is the no-effect control and ±100 the full control effect; nearly all actives have a fitted effect of over 55% in size
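ATXN2-luciferase reporter cells (luciferase flanked by upstream and downstream ATXN2 gene portions) were treated 24 h at 37 °C with compounds at up to 57 uM. SteadyGlo luminescence gave expression; GF-AFC fluorescence gave viability.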
HepG2 viability – kills HepG2 cells in TGF-b inhibitor counter-screen; HepG2 CAGA-GFP viability, ATP luminescence, 18 h; Potency, µM (series often up to 46.1 µM), without a hit: at the top dose activity change, negative = cytotoxicity, most hits filed as cytotoxic; 410,000 compounds, 0.76% hits; further: some results filed as inactive show a strong effect at the top dose
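HepG2 CAGA-GFP cells (1000/well, DMEM with 1% FBS) received compound, then TGF-beta at 500 pg/mL final, and were incubated 18 hours at 37 degrees C. Viability was read by CellTiter-Glo luminescence. Media-only wells were set as complete cell-killing and DMSO as no toxicity.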
ATXN viability – reduces viability in counter-screen for ATXN expression inhibitors. S2 cells (HEK-293 line with an ATXN2-luciferase reporter) viability, CellTiter-Fluor protease fluorescence, 24 h. Potency, µM (highest dose often 56.7 µM), most hits filed as cytotoxic. 400,000 compounds, 0.49% hits. AID 651635; further: nearly all actives have a fitted effect of over 40% in size
A549 tox – A549 cytotoxicity, counter-screen for Nrf2 inhibitors; Potency, µM (titrated, usually from 46 µM), inactives show at the top dose activity change, negative = cytotoxicity, actives largely listed as inhibitors; 390,000 compounds, 0.16% hits; A549 ARE-Fluc cells, CellTiter-Fluor viability, 18-24 h; AID 504648; further: on the % scale 0 is the no-effect control and ±100 the full control effect
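A549 ARE-Fluc cells in 5% FBS OPTI-MEM, 5000 cells/well, rested 2 h then exposed to compounds in concentration-response for 18-24 h at 37 °C. Viability by CellTiter-Fluor fluorescence (Ex 405/Em 525) after 30 min; luciferase luminescence (BugLite, 15 min, RT) read afterwards.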
Nrf2 ARE act – Nrf2 pathway activation; Potency, µM (highest dose often 46.1 µM), for inactives: at the highest dose activation, most hits filed as activators; 410,000 compounds, 0.31% hits; AID 624171; AREc32 ARE-luciferase reporter (MCF7-derived line), luminescence, 24 h; further: % of control where 0% means no effect; nearly all actives have a fitted effect of over 65% in size
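AREc32 cells carrying an ARE-driven firefly luciferase, 1000 cells/well in OPTI-MEM with 5% FBS, dosed after overnight attachment and incubated 24 hr at 37 deg C. Steady-Glo luminescence read after 30 min at RT.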
EPAC2 antag – antagonists of human EPAC2 | 360,000 compounds, 0.18% hits | AID 720708 | EPAC2 GEF exchange of Rap1B-BODIPY-GDP, fluorescence | Potency, µM (series often up to 114 µM), inactives show top-dose activity, negative = inhibition, usual class: inhibitors | Q8WZA2; further: on the % scale 0 is the no-effect control and ±100 the full control effect; nearly all actives have a fitted effect of over 45% in size; many of its hits are not listed in these tables
Target sequence (Q8WZA2 whole entry, looked up): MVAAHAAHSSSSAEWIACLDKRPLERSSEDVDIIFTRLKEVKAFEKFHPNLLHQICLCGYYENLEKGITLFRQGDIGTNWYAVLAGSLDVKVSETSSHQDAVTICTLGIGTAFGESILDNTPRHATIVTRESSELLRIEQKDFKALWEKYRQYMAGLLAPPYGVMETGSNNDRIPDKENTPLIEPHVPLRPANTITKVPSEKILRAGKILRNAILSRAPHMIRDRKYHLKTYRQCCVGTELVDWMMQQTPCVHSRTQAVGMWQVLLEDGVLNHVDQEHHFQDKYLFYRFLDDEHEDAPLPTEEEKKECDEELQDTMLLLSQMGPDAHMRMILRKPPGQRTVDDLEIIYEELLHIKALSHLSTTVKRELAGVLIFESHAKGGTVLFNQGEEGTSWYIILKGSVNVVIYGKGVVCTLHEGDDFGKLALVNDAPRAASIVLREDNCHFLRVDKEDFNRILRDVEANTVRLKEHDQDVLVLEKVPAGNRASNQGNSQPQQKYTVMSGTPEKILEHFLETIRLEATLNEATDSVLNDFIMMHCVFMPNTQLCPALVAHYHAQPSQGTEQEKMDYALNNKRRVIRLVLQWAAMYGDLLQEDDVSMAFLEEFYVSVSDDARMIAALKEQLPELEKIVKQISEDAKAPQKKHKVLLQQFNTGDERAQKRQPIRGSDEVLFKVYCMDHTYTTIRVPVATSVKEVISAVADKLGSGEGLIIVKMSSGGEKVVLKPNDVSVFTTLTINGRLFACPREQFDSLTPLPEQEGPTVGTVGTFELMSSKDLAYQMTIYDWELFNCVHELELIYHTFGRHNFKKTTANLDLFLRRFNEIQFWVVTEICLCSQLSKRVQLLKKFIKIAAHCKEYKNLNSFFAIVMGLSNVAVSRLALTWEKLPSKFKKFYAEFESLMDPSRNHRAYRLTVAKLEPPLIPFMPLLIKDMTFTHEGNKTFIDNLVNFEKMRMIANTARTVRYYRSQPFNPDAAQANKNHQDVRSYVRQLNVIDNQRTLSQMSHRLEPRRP
TGFb SMAD3 inh – blocks TGF-b signaling. HepG2 CAGA-GFP TGF-b/SMAD3 reporter, GFP fluorescence, 18 h; TGF-beta stimulated, 500 pg/mL final. Potency, µM (series often up to 46.1 µM), for the others: at the top dose activity, negative = inhibition, actives largely listed as inhibitors. 410,000 compounds, 1.2% hits. AID 588855; further: on the % scale 0 is the no-effect control and ±100 the full control effect; nearly all actives have a fitted effect of over 65% in size
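First, reporter cells (HEPG2 CAGA-GFP) rested 2 h at 37 degrees C. Next, compounds were pinned in and TGF-beta added to 500 pg/mL final. After 18 h, GFP was imaged per cell and summed per well.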
Starred values were filed as active, the others as inactive; i = inactive; u = inconclusive; x = no result given; & = joins results of further samples; [ ] = dose if it differs, or a comment. The call rests on the fitted dose curve; in most records, active means well fitted curve in the direction sought with a large enough effect; inconclusive means small, poorly fitted or top-dose-only effect, or another doubt; inactive means no such curve, though single readings can be large; an effect the other way counts as inactive or inconclusive. Potency means the concentration at half of the fitted maximal effect. These rows are one share of the data. The share of hits here may be higher or lower than overall.

Short forms – A = MCF10A rerep; B = Nrf2 block; C = ATXN2 expr inh; D = HepG2 viability; E = ATXN viability; F = A549 tox; G = Nrf2 ARE act; H = EPAC2 antag; I = TGFb SMAD3 inh
1) O=C(COc1ncnc2ccccc12)N1CCN(C(=O)c2ccco2)CC1
  A = 1%	B = 0%	C = 0%	D = 13%	E = i	F = -12%	G = -0.7%	H = 10%	I = -2%

2) CC(=O)c1cccc(NC(=O)Cn2cnc(S(=O)(=O)N3CCC(C)CC3)c2)c1
  A = 8%	B = 4%	C = x	D = -1%	E = i	F = -10%	G = 1.1%	H = 9%	I = -16%

3) CCN(CC)C(=O)C1=C(C)Nc2nc3ccccc3n2C1c1ccc(Cl)cc1 (configuration not stated)
  A = x	B = 4%	C = 2%	D = -1%	E = i	F = 8%	G = -1.2%	H = x	I = -6%

4) COc1ccc(/C=N/OCC(=O)NCc2cccs2)c(OC)c1
  A = -5%	B = -16%	C = 1%	D = -16%	E = i	F = 12%	G = 4.1%	H = -4%	I = -11%

5) COc1ccccc1NC(=O)c1oc2ccccc2c1NC(=O)c1ccc(S(=O)(=O)N(C)C)cc1
  A = x	B = 11%	C = 12%	D = -25%	E = i	F = -1%	G = 4.3%	H = x	I = -1%

6) CC(=O)c1cccc(NC(=O)c2cc(S(=O)(=O)N3CCOCC3)cs2)c1
  A = -2%	B = -3%	C = 7%	D = -15%	E = i	F = -1%	G = 4.5%	H = -1%	I = 0%

7) O=C1CCCC/C1=C\Nc1ccc(S(=O)(=O)Nc2cnc3ccccc3n2)cc1
  A = 0%	B = -25%	C = 2%	D = 4%	E = i	F = 0%	G = 2.5%	H = 2%	I = 2%

8) CCOc1ccc(CCNC(=O)C(CC)n2nc(C)c3c(C)n(-c4ccccc4)nc3c2=O)cc1 (configuration not stated)
  A = x	B = -22%	C = -13%	D = -11%	E = i	F = -1%	G = 5.2%	H = x	I = -7%

9) CCCC(=O)C1=C(O)C(C(=O)OC)C(C)(C)CC1=NC (configuration not stated)
  A = u	B = x	C = 6%	D = 2%	E = i	F = 8%	G = -0.6%	H = 24%	I = u

10) Cc1ccc(O)c(C(=O)c2cc(C#N)c3nc4ccccc4n3c2)c1
  A = u	B = -6%	C = 0%	D = 5%	E = i	F = -7%	G = 0.1%	H = 13%	I = 45%[activator]

11) O=C(Nc1ccc2oc(-c3ccccc3)nc2c1)c1cccnc1
  A = u	B = -16%	C = 28%	D = 4%	E = i	F = -3%	G = 4.8%	H = 17%	I = 1%

12) O=C(NCc1cccnc1)c1ccc(NC(=O)c2ccco2)cc1
  A = 0%	B = 1%	C = -21%	D = 3%	E = i	F = 0%	G = 2.9%	H = 8%	I = 1%

13) O=C(O)c1c(NC(=O)N2CCOCC2)sc2c1CCCC2
  A = 5%	B = 16%	C = -8%	D = -1%	E = u	F = 3%	G = 3.3%	H = 4%	I = 0%

14) Cc1cc(C)c(S(=O)(=O)Nc2ncccc2C)c(C)c1
  A = -1%	B = -8%	C = x	D = -10%	E = u	F = -5%	G = 0.1%	H = -25%	I = 1%

15) COCC(Cc1ccccc1)NC(=O)Cn1cc(C)c(=O)[nH]c1=O (configuration not stated)
  A = 4%	B = 8%	C = 8%	D = 3%	E = i	F = 0%	G = -0.8%	H = 4%	I = 18%

16) CC(=O)C1=C(Nc2ccccc2)CC(C)(O)C(C(C)=O)C1c1ccccc1 (configuration not stated)
  A = 18%	B = -20%	C = 23%	D = 4%	E = i	F = 1%	G = -0.6%	H = -13%	I = -3%

17) O=C(O)CNC(=O)/C(=C/c1ccco1)NC(=O)/C=C/c1ccccc1
  A = -70%[inhibitor]	B = 4%	C = 2%	D = -10%	E = i	F = -4%	G = -0.7%	H = 2%	I = -9%

18) CN(C)S(=O)(=O)c1ccc(C(=O)NCc2nnc(SCC(=O)N3CCCCCC3)o2)cc1
  A = 4%	B = -5%	C = 3%	D = 3%	E = i	F = -3%	G = 0.1%	H = 0%	I = 0%

19) O=C(COc1ncnc2ccccc12)Nc1cc([N+](=O)[O-])ccc1F
  A = 5%	B = -6%	C = 4%	D = -25%	E = i	F = 3%	G = -0.5%	H = 1%	I = 2%

20) N/C(=N\OC(=O)c1ccc(F)cc1)c1cccc([N+](=O)[O-])c1
  A = 12%	B = u	C = x	D = 1%	E = i	F = -6%	G = u	H = -5%	I = 23%

21) COc1ccc(-c2ncccc2OC(=O)C23CC4CC(CC(C4)C2)C3)cc1OC
  A = -4%	B = -11%	C = -11%	D = -18%	E = i	F = -2%	G = -0.5%	H = -17%	I = -9%

22) COC(=O)c1c(NC(=O)c2cccc([N+](=O)[O-])c2)sc(C(N)=O)c1C
  A = u	B = u	C = u	D = -11%	E = i	F = 0%	G = 16%	H = 2%	I = -10%

23) COc1ccc(N2CCN(S(=O)(=O)CCNC(=O)COc3ccccc3)CC2)cc1
  A = -3%	B = 2%	C = -4%	D = 9%	E = i	F = -3%	G = -0.6%	H = -3%	I = 4%

24) O=C1COc2ccc(S(=O)(=O)CCC(=O)N3CCN(c4cccc(C(F)(F)F)c4)CC3)cc2N1
  A = 12%	B = u	C = -27%	D = -11%	E = i	F = -9%	G = 0.0%	H = -10%	I = -19%

25) O=S(=O)(c1cc(F)ccc1F)N1CCN(C2CCCCC2)CC1
  A = u	B = -1%	C = -4%	D = -6%	E = i	F = 2%	G = -0.3%	H = -3%	I = -10%

26) O=C(CN1C(=O)NC2(CCCC2)C1=O)Nc1cccc(-c2nnc3n2CCCCC3)c1
  A = -3%	B = -7%	C = 0%	D = 6%	E = i	F = -1%	G = -0.7%	H = 7%	I = 0%

27) Cc1cc(C)cc(N(C(=O)c2ccc(Br)o2)C2C=CS(=O)(=O)C2)c1 (configuration not stated)
  A = 4%	B = 8%	C = -15%	D = -10%	E = i	F = -9%	G = 3.8%	H = -8%	I = -19%

28) Cc1ccc(C(=O)COc2cccc(NC(=O)c3ccco3)c2)cc1
  A = 6%	B = -3%	C = 14%	D = 7%	E = i	F = 0%	G = 3.0%	H = -6%	I = 37%

29) Cc1cc(OCC(=O)N2CCC(O)CC2)c2c(C)cc(=O)oc2c1
  A = 3%	B = -11%	C = -5%	D = -5%	E = i	F = 1%	G = -0.1%	H = 3%	I = -10%

30) O=C(OCCN1C(=O)c2ccccc2C1=O)[C@@H]1CC(O)CN1S(=O)(=O)c1ccccc1[N+](=O)[O-] (some centres not stated)
  A = 6%	B = 18%	C = 11%	D = -3%	E = i	F = -2%	G = 0.3%	H = 2%	I = -8%

31) CCOC(=O)N1CCN(S(=O)(=O)c2ccc3c(c2)SCC(=O)N3)CC1
  A = 13%	B = u	C = -10%	D = -6%	E = i	F = 2%	G = 2.2%	H = 12%	I = -9%

32) COc1ccc(-c2n[nH]c3c2CN(C(=O)c2ccccc2)CC3)cc1
  A = 4%	B = u	C = -3%	D = -1%	E = i	F = -1%	G = 0.7%	H = -1%	I = -2%

33) Cc1ccc(Nc2nnc(SCC(=O)Nc3ncc(S(=O)(=O)c4ccc([N+](=O)[O-])cc4)s3)s2)cc1
  A = u	B = u	C = 0%	D = 15%	E = u	F = -9%	G = -1.0%	H = -1%	I = -13%

34) CCOC(=O)c1cnc2c(c(C)nn2C)c1Oc1ccc(Cl)cc1
  A = 16%	B = u	C = -12%	D = 4%	E = i	F = u	G = -0.2%	H = -12%	I = 12%

35) COC(=O)c1ccc(Cn2nc(-c3ccc(C)c(C)c3)ccc2=O)cc1
  A = u	B = 26%&-13%	C = 53%&-11%[activator]	D = -9%&-9%	E = i	F = 9%&0%	G = -0.9%&0.8%	H = 2%	I = 0%&-22%

36) CCOC(=O)Cc1csc(SCC(=O)NC2CCCC(C)C2C)n1 (configuration not stated)
  A = -3%	B = 16%	C = 2%	D = 20%	E = i	F = 2%	G = 0.3%	H = 10%	I = -6%

37) O=C(Nc1ccc(Oc2cccnc2)cc1)C1CCN(Cc2ccccc2)CC1
  A = 3%	B = 2%	C = -5%	D = -42%	E = i	F = 0%	G = 4.6%	H = 18%	I = 11%

38) CCCC1(C(=O)OCC)NC(c2ccc(O)cc2)C2C(=O)N(c3ccc4c(c3)OCCO4)C(=O)C21 (configuration not stated)
  A = -1%	B = -11%	C = -2%	D = 8%	E = i	F = 0%	G = -0.2%	H = -1%	I = -6%

39) CC1(C(=O)O)CCCN1C(=O)c1cccc(OC(F)(F)F)c1 (configuration not stated)
  A = x	B = x	C = 5%	D = -4%	E = i	F = x	G = -0.1%	H = 2%	I = 2%

40) O=C(COC(=O)CSc1ccc([N+](=O)[O-])cc1)NCCc1ccccc1
  A = 1%	B = 4%	C = -4%	D = -5%	E = i	F = 0%	G = -0.2%	H = 1%	I = 0%

41) COc1ccc(CNC(=O)C(C)N2CCN(S(=O)(=O)c3ccccc3F)CC2)cc1 (configuration not stated)
  A = -2%	B = 18%	C = -12%	D = 8%	E = i	F = -1%	G = 0.2%	H = 12%	I = -4%

42) Cc1cc(C)c(S(=O)(=O)c2c(C)cccc2C)c(OCC(C)C)n1
  A = -182%[0.0737 µM]	B = -21%	C = -17%	D = 5%	E = i	F = -6%	G = 0.0%	H = -4%	I = u

43) Cc1ccc(OCCN2C(=O)c3ccccc3C2=O)c(C)c1
  A = -4%	B = u	C = 2%	D = -16%	E = i	F = -10%	G = 3.0%	H = -5%	I = u

44) O=C(CSc1nccn1Cc1ccccc1)NCc1ccccc1Cl
  A = x	B = x	C = 2%	D = -35%	E = i	F = 4%	G = 1.1%	H = x	I = -13%

By substructure: those above with an NH in an aromatic ring.
Short forms – A = MCF10A rerep; B = Nrf2 block; C = ATXN2 expr inh; D = HepG2 viability; E = ATXN viability; F = A549 tox; G = Nrf2 ARE act; H = EPAC2 antag; I = TGFb SMAD3 inh
15) COCC(Cc1ccccc1)NC(=O)Cn1cc(C)c(=O)[nH]c1=O (configuration not stated)
  A = 4%	B = 8%	C = 8%	D = 3%	E = i	F = 0%	G = -0.8%	H = 4%	I = 18%

32) COc1ccc(-c2n[nH]c3c2CN(C(=O)c2ccccc2)CC3)cc1
  A = 4%	B = u	C = -3%	D = -1%	E = i	F = -1%	G = 0.7%	H = -1%	I = -2%
